MKP-1 inh: inhibitors of human MKP-1 phosphatase; P28562; recombinant MKP-1, OMFP hydrolysis fluorescence; inhibition, %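 (compounds tested at a single concentration somewhere between 10 and 100 µM)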; hit rate 0.15% among 65,000; AID 374;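 active means inhibition above about 50%, limit read from the data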;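 further: 0% = DMSO max control wells and 100% = wells with enzyme stopped by NaOH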
Target sequence (P28562 whole entry, looked up): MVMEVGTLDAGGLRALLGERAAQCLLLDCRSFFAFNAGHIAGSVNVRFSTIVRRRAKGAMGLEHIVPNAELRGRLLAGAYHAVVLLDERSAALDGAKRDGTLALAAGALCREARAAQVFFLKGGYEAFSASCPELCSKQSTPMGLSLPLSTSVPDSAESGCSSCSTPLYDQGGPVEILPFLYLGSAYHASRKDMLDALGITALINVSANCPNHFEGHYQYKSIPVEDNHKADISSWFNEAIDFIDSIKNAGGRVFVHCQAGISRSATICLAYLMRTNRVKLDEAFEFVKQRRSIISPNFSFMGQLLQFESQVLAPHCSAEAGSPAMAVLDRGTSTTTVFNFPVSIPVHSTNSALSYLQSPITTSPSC
HEK293 NFkB inh: inhibitors of the PMA/ionomycin-induced NF-kB reporter in HEK293 cells | HEK-293 NF-kB luciferase reporter, luminescence | inhibition, % at 3 µM | hit rate 0.21% among 62,000 | AID 465;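 active means inhibition above the mean of all tested compounds plus 3 SD, cut at about 40% in these data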;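 further: 0% = stimulated DMSO wells and 100% = 10 µM reference inhibitor 5653914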
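Timing: 1 h pretreatment, 16 h stimulation, 37 °C; system: HEK-293 cells with stable firefly luciferase reporter driven by four HIV NF-kB elements; doses: 3 µM once, 0.30% DMSO; measured by: luciferase luminescence; control set: DMSO and 10 µM reference inhibitor; repeats: single test; reagent: PMA plus ionomycin mix as NF-kB-activating stimulus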
Cdc25B block: human M-phase inducer phosphatase 2 inhibition; P30305; inhibition, %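 (compounds tested at 10 µM final in the well)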; recombinant Cdc25B, OMFP fluorescence Ex485/Em525; hit rate 0.1% among 65,000; in the data active means inhibition above about 50%
Jurkat viability: cytotoxicity toward Jurkat cells; inhibition, % at 4 µM; AID 463; Jurkat E6.1 viability, ATP luminescence, 48 h; hit rate 1.2% among 56,000;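 active means inhibition above the mean inhibition of all tested compounds plus 3 SD, cut at about 28% in these data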
TNAP act mid DEA: human TNAP activation, intermediate phosphate acceptor; purified TNAP, CDP-star luminescence, 100 mM DEA, 30 min; stronger effect = higher value; scale: 0 levamisole-inhibited, 1 vehicle-only enzyme; activation factor at 20 µM; 64,000 tested, under 10 active;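 active means activation factor of at least 2 at 20 µM, relative to controls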
MMP13 inh: blocks human MMP13 activity | MMP-13 fTHP FRET cleavage, Mca fluorescence | inhibition, % at 4 µM | P45452 | hit rate 0.07% among 65,000 | AID 570;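 active means inhibition above the mean of compound-free control plate wells plus 3 SD, cut at about 14% in these data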;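 further: 0% = DMSO wells and 100% = wells with reference MMP-13 inhibitor after basal subtraction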
JNK3 inh: JNK3 (human) kinase inhibition | P53779 | purified JNK3 kinase activity, HTS | inhibition, % at 8 µM | hit rate 0.61% among 60,000; in the data active means inhibition above about 17%;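 further: 0% = DMSO and 100% = reference inhibitor; many of its hits are not listed in these tables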
Target sequence (P53779 whole entry, looked up): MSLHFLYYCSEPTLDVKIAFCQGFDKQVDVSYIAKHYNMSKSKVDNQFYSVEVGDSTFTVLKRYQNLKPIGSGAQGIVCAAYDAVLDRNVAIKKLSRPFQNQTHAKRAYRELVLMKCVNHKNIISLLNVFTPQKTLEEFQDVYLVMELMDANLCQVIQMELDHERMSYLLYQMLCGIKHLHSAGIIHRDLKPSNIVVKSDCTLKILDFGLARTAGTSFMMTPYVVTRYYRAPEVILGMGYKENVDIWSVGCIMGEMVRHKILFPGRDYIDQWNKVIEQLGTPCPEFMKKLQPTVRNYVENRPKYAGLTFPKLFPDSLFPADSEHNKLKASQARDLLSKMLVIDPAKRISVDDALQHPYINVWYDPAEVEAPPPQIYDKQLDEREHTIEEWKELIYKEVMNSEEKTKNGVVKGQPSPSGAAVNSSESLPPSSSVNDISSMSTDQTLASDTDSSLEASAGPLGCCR
ROCK2 inh: blocks human Rho kinase 2 activity; O75116; purified ROCK2, Kinase-Glo ATP depletion luminescence; inhibition, % at 6 µM; hit rate 0.35% among 60,000; AID 604;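 active means inhibition above the screen-wide mean inhibition plus 3 SD, cut at about 18% in these data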;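 further: plate controls were DMSO wells for no effect and Y-27632 control wells after no-enzyme background subtraction for full effect; many of its hits are not listed in these tables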
PKA inh: PKA (human) kinase inhibition; PKA Kemptide phosphorylation, Kinase-Glo ATP luminescence; inhibition, % at 6 µM; hit rate 0.1% among 65,000;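 active means inhibition above the screen-wide mean inhibition plus 3 SD, cut at about 21% in these data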; further: many of its hits are not listed in these tables
* marks the source's active call; other numbers are inactive results; nt = not tested or not shown; [ ] = remark or other dose.

Structure	MKP-1 inh	HEK293 NFkB inh	Cdc25B block	Jurkat viability	TNAP act mid DEA	MMP13 inh	JNK3 inh	ROCK2 inh	PKA inh
N/C(=N\c1nc2ccccc2o1)NC(=O)C(Cc1ccccc1)N1C(=O)c2ccccc2C1=O (configuration not stated)	1	7	-1	3	1	1	-7	-1	1
Cc1nc(SCC(=O)Nc2ccccc2C(F)(F)F)c2c(=O)n(C)c(=O)n(C)c2n1	12	10	-3	nt	0.8	4	nt	nt	-6
CCn1c(CNc2ccccc2Cl)nnc1SCC(=O)OC1CCCCC1	1	14	-11	5	1	1	4	1	2
CCOC(=O)CSC1=C(C#N)C(c2ccccc2)C(C(C)=O)=C(C)N1 (configuration not stated)	0	10	-11	7	1	-7	-1	1	0
O=C(Cn1cnc2c(cnn2-c2ccccc2)c1=O)OCc1ccccc1	11	12	2	14	0.9	4	10	-6	-6
CC(=NCCc1ccccc1)C1=C(O)COC1=O	-10	3	-9	2	1	0	3	7	8
CCCn1c(=C(C#N)C#N)s/c(=C2\C=Cc3ccccc3N2CC)c1=O	-22	10	-18	4	0.9	-5	5	6	4
CN1CCN(CCCNC(=O)c2ccc3c(c2)N(Cc2ccccc2)CCS3)CC1	1	7	-5	-6	1	-207[fluorescence artefact?]	-6	-1	-10
O=C(Cn1c(C(=O)NCCCN2CCOCC2)cc2sccc21)c1ccccc1	4	18	-13	nt	0.9	1	nt	nt	2
COCCN1C(=O)c2oc3ccccc3c(=O)c2C1c1cccc(O)c1 (configuration not stated)	-1	7	1	-12	1	0	2	1	3
CC(=O)N1C(=O)C(=C2C=C(C)OC(C)=C2)c2ccccc21	4	20	1	-2	0.9	7	2	3	8
CCN1CCC2(CC1)C(C#N)=C(N)Oc1c2sc2nc(C)cc(C)c12	-13	-8	7	-1	0.9	-3	5	2	13
CCCc1[nH]nc2c1C(/C(C)=C/c1ccccc1)C(C#N)=C(N)O2 (configuration not stated)	13	11	-9	3	0.9	4	3	5	9
COc1ccc(C(O)C(CC(=O)NCCCOC(C)C)C(=O)NCCCOC(C)C)cc1OC (configuration not stated)	3	13	-2	3	0.8	0	-1	5	5
CCC(Sc1nccn1C)C(=O)Nc1cccc2ccccc12 (configuration not stated)	-1	12	-6	-6	0.9	4	3	3	10
Cc1cc(Nc2ccc(C(C)C)cc2)n2ncnc2n1	-8	6	-18	0	0.9	0	-3	5	3
CC(C)N1CCc2c(sc(NC(=O)c3ccc(S(=O)(=O)N4CCOCC4)cc3)c2C(N)=O)C1	9	6	-9	3	0.9	14*	-12	5	0
CCN(CC)S(=O)(=O)N1CCC(C(=O)NC2CCCC2)CC1	12	10	-18	-3	0.9	1	9	5	5
Cc1onc(-c2ccccc2)c1C(=O)N1CCCc2ccccc21	5	17	-7	1	0.9	-4	4	6	6
COCCNC(=O)c1ccccc1-c1ccccc1C(=O)O	-8	16	-2	0	0.9	7	-5	7	10
COc1ccc(CNC(=O)Nc2ccc(OC)cc2)cc1	-9	7	-1	10	0.9	2	-3	4	7
O=C(N1CCN=C1SCc1cccnc1)C12CC3CC(CC(C3)C1)C2	4	17	-9	9	0.9	0	-2	3	6
COc1ccc(Cc2nc(-c3ccc(-n4cccc4)cc3)no2)cc1	6	6	0	-10	0.9	-1	6	1	-5
Cc1cccc(C)c1NC(=O)CSCC(=O)c1ccc(O)c(O)c1	-21	nt	-1	nt	0.7	2	-4	4	4
CS(=O)(=O)N1CCCC(C(=O)NCCCN2CCOCC2)C1 (configuration not stated)	-13	5	-16	1	0.9	-6	-1	-1	-1
Cc1nc(=O)c(-c2ccccc2)c(C)n1CC1CCCO1 (configuration not stated)	6	4	3	3	0.9	2	-5	0	-4
CC(=O)N1CCC2(CC1)C(C#N)=C(N)Oc1c2sc2nc(C)cc(C)c12	-1	23	-10	-4	0.9	3	-1	4	9
CCn1cc(C(=O)NCc2ccccn2)c(=O)c2cc(S(=O)(=O)N3CCCCC3)ccc21	33	16	-2	12	1	-2	0	-2	-3
O=C(c1ccco1)N1CCN(S(=O)(=O)N2CCOCC2)CC1	-3	-3	-6	-1	0.9	5	-2	4	7
COC(=O)CNC(=O)COC(=O)C(Cc1ccccc1)NC(=O)c1ccco1 (configuration not stated)	1	15	-26	-2	0.9	-1	8	4	7

Additional compounds:
Structure	MKP-1 inh	HEK293 NFkB inh	Cdc25B block	Jurkat viability	TNAP act mid DEA	MMP13 inh	JNK3 inh	ROCK2 inh	PKA inh
CCCCSC(=O)Nc1ccccc1	7	-2	0	0	0.9	3	3	-1	2
CCC(C)[C@H](NC(=O)NCc1cccs1)C(=O)O (some centres not stated)	-21	0	3	6	0.9	8	0	-1	-4
Cc1cc(S(=O)(=O)N(Cc2ccc(F)cc2)CC2CCCO2)ccc1-n1cnnn1 (configuration not stated)	2	13	-33	4	0.9	2	-7	-1	14
O=C(OCC(=O)N1CCCC1)c1ccco1	-9	10	-2	0	0.9	4	-1	4	4
CO/C([O-])=N/c1c[n+](-c2ccc(C)cc2)no1	-1	11	3	1	0.9	0	3	-4	-1
CCCC(=O)N1CC(=O)Nc2ccc(C)cc2C1c1ccc(F)cc1 (configuration not stated)	-5	12	-9	4	0.9	-8	-3	-4	0
COc1cccc(OCC(O)CN2CCN(CCO)CC2)c1 (configuration not stated)	1	-10	2	-8	0.9	2	3	3	12
CCOC(=O)c1c(NC(=O)Cc2cccs2)sc(C)c1C	-6	19	-14	2	0.8	0	10	-1	-3
CCC(c1nnnn1Cc1ccco1)N(CCc1ccccc1)Cc1cc2ccc(OC)cc2[nH]c1=O (configuration not stated)	37	13	-4	-1	0.9	-5	-1	-4	-7
COC(=O)CSc1nnc(CSc2nc(C)cc(C)n2)n1Cc1ccco1	3	11	-7	-3	1	-1	-1	6	-5
COC(=O)C1=C(C)NC(C)=C(C(=O)OC)C1c1ccc(N(C)C)cc1	6	4	3	4	0.9	1	0	2	3
c1ccc(-n2ncc3c2ncn2c(C4CCCCC4)nnc32)cc1	11	14	-6	nt	0.7	11	nt	nt	4
CCN1CCN(C(c2cc3cc4c(cc3[nH]c2=O)OCO4)c2nnnn2C(C)(C)CC)CC1 (configuration not stated)	-16	-4	10	-6	0.9	-147[fluorescence artefact?]	-9	1	8
O=C1Nc2ccccc2C(O)(C(=O)NCc2ccc3c(c2)OCO3)N1c1ccccc1 (configuration not stated)	19	9	-18	nt	1	9	nt	nt	-2
Cc1cnc(NC(=O)COc2ccccc2)s1	26	-29	-7	-6	0.9	1	-1	7	9
O=C(Nc1ccccc1)OCCNC(=O)c1ccccc1	13	8	-7	2	0.9	4	-2	-2	6
Cn1c(NC(=O)c2cccs2)cc(=O)n(C)c1=O	17	20	0	7	1	-2	-10	-5	-8
O=C(c1ccco1)N1CCN(CCCCN2C(=O)c3ccccc3C2=O)CC1	2	11	-7	nt	0.9	4	nt	nt	9
COc1ccc(CC(=O)n2nc(-c3ccccc3)nc2NCc2ccco2)cc1	24	-13	0	-4	0.9	-3	8	4	3
Cc1ccc(C)c(C(=O)CSc2n[nH]c(C(C)C)n2)c1	-4	12	-5	1	0.9	0	1	4	11
C=CCn1c(SCc2c(C)noc2C)nnc1C1COc2ccccc2O1 (configuration not stated)	7	14	-27	0	1	-3	1	3	6
CCn1c(CC(=O)Nc2ccc(C)cc2)nnc1SCC(=O)N1CCN(c2ccccc2)CC1	18	20	-12	4	0.9	-1	-7	3	-2
COCC(=O)N(C)c1nnc(-c2cnccn2)s1	2	7	-26	-8	1	6	2	3	10
Cn1c(=O)n(C)c2cc(NS(C)(=O)=O)ccc21	4	-1	-7	-5	1	2	0	5	7
O=c1[nH]c(Cn2nnc(-c3ccccc3)n2)nc2scc(-c3ccccc3)c12	24	10	12	1	0.9	-1	-6	1	-4
CCCCCCNC(=O)Cc1nc2nc(C)cc(C)n2n1	29	21	-4	nt	0.9	-1	nt	nt	0
CCOc1cc(NS(C)(=O)=O)c(OCC)cc1NC(=O)c1cccs1	0	1	-5	-5	1	4	-1	3	11

Some of the entries above in a different format.
Fields: MKP-1 inh	HEK293 NFkB inh	Cdc25B block	Jurkat viability	TNAP act mid DEA	MMP13 inh	JNK3 inh	ROCK2 inh	PKA inh
- O=C(Nc1ccccc1)OCCNC(=O)c1ccccc1
→ 13	8	-7	2	0.9	4	-2	-2	6
- Cn1c(NC(=O)c2cccs2)cc(=O)n(C)c1=O
→ 17	20	0	7	1	-2	-10	-5	-8
- O=C(c1ccco1)N1CCN(CCCCN2C(=O)c3ccccc3C2=O)CC1
→ 2	11	-7	nt	0.9	4	nt	nt	9
- COc1ccc(CC(=O)n2nc(-c3ccccc3)nc2NCc2ccco2)cc1
→ 24	-13	0	-4	0.9	-3	8	4	3
- Cc1ccc(C)c(C(=O)CSc2n[nH]c(C(C)C)n2)c1
→ -4	12	-5	1	0.9	0	1	4	11
- C=CCn1c(SCc2c(C)noc2C)nnc1C1COc2ccccc2O1 (configuration not stated)
→ 7	14	-27	0	1	-3	1	3	6
- CCn1c(CC(=O)Nc2ccc(C)cc2)nnc1SCC(=O)N1CCN(c2ccccc2)CC1
→ 18	20	-12	4	0.9	-1	-7	3	-2

Bioassay records: PubChem, several laboratories
